# Compound activity from PubChem.
# IDH1 R132H inh: blocks human mutant IDH1 R132H enzyme; O75874; IDH1-R132H enzyme, NADPH consumption, diaphorase/resazurin fluorescence; Potency, µM (doses to about 76.6 µM), for the others: at the highest dose activity change, negative = inhibition, most hits filed as inhibitors; 390,000 tested, 0.093% active; also: potency is read from the fitted curve at half-maximal effect; % is scaled to controls: 0 for no effect and ±100 for the full control effect; nearly all actives have a fitted effect of over 65% in size
# Target sequence (O75874 whole entry R132H, stated change not applied): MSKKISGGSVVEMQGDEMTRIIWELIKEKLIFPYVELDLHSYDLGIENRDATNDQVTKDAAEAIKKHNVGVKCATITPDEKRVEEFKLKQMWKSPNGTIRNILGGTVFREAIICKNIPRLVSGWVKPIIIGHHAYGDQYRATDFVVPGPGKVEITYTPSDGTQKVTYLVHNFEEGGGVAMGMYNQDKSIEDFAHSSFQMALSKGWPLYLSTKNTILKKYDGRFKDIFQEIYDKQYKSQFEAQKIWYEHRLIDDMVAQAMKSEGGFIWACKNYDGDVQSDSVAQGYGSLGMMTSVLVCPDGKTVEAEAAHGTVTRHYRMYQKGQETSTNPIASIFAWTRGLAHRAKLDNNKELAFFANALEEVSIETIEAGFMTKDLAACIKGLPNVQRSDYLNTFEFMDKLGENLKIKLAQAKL
#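 IDH1-R132H (0.5 ug/mL) preincubated 30 min with compound, then NADPH (0.016 mM) and alpha-KG (2 mM) added; 80 min at RT, pH 7.5. Remaining NADPH coupled via diaphorase/resazurin to fluorescence (540/590 nm); concentration-response curves normalized to no-enzyme control.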
# LDHA block: blocks human lactate dehydrogenase A; 480,000 tested, 0.15% active; P00338; activity change, % (values are at about 110 or 230 µM); purified LDHA, NADH/diaphorase-resazurin fluorescence; hits give low values; in the data active = activity change below about -30%; inconclusive = mostly about -25% to -30%;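 also: plate controls were DMSO wells for no effect and wells without enzyme for full effect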
#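 Human LDH5 (2 nM) was incubated with 0.06 mM NADH and 0.2 mM pyruvate for 5 min at room temperature in Tris pH 7.4. Remaining NADH was coupled through diaphorase/resazurin, and resorufin fluorescence was read at 0 and 20 min.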
# RXFP1 agonist: activates the human relaxin receptor RXFP1; AID 2676; Q9HBX9; Potency, µM (titrated, usually from 57.5 µM), inactives show top-dose activation, hits mostly activators; 370,000 tested, 0.3% active; HEK293T-RXFP1 cAMP TR-FRET, 30 min; response scale: percent of porcine relaxin response, buffer zero; also: potency is read from the fitted curve at half-maximal effect; % is scaled to controls: 0 for no effect and ±100 for the full control effect; nearly all actives have a fitted effect of over 60% in size; many of its hits are not listed in these tables
#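 cAMP rise read by TR-FRET after 30 min, 37C compound exposure (up to 58 uM) in RXFP1-transfected HEK293 cells with Ro 20174 present. EC50 from Hill-equation fits, with 29 nM porcine relaxin as 100% and buffer as basal.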
# Vif-A3G inh: blocks the Vif interaction with human APOBEC3G; 410,000 tested, 0.076% active; HeLa A3G-eYFP + Vif (tagged APOBEC3G with the HIV-1 protein that degrades it), YFP fluorescence, overnight; Potency, µM (top dose mostly 46.1 µM), for the others: at the highest dose activity, negative = active, hits mostly inhibitors; Q9HC16;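 also: potency is read from the fitted curve at half-maximal effect; % is scaled to controls: 0 for no effect and ±100 for the full control effect; nearly all actives have a fitted effect of over 60% in size; hits raise eYFP signal because A3G escapes Vif-driven loss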
# Target sequence (Q9HC16 whole entry, looked up): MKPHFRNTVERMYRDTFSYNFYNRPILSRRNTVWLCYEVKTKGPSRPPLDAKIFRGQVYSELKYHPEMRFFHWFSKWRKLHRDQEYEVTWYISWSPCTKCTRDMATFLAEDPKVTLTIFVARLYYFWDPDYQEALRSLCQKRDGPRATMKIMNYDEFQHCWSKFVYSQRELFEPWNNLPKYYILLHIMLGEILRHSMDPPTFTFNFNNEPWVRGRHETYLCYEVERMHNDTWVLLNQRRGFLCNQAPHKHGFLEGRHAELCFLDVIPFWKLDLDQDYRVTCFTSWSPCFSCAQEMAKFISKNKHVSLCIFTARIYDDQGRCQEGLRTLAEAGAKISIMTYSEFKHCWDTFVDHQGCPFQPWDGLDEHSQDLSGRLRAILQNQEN
#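 HeLa cells stably expressing Vif and C-terminally eYFP-tagged A3G, seeded overnight at 37 deg C, then exposed to compound by pintool overnight at 37 deg C. Rise in yellow fluorescence (Ex 488/Em 500-530, Acumen) marks blocked Vif-driven A3G degradation.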
# PI4K2A inh: inhibitors of human PI4K2A | Q9BTU6 | purified PI4K2A, ADP-Glo luminescence, 1 h; hits give low values | activity change, negative = inhibition, % at 76.9 µM | 420,000 tested, 0.13% active | AID 1346378; in the data active = activity change below about -50%; inconclusive = mostly about -30% to -49%;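 also: -100% = wells without enzyme as full effect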
#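 Compounds are screened against recombinant PI4K2A using PI as substrate and ATP, the latter dispensed at 300 microM. Reactions run one hour at ambient temperature before ADP-Glo detection; full inhibition defined by wells lacking enzyme.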
# Vif-APOBEC3F blk: blocks the Vif interaction with APOBEC3F | Potency, µM (doses to about 46.1 µM), inactives show at the highest dose activity, negative = active | 390,000 tested, 0.2% active | HeLa A3F-eYFP + Vif (tagged APOBEC3F with the HIV-1 protein that degrades it), YFP fluorescence increase; also: potency is read from the fitted curve at half-maximal effect; % of control where 0% means no effect; nearly all actives have a fitted effect of over 65% in size
#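 HeLa cells stably expressing A3F-eYFP plus Vif, plated and incubated overnight at 37 deg C, then exposed to compounds overnight at 37 deg C. Blocked degradation read as raised yellow fluorescence (Ex 488/Em 500-530).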
# USP1 inh: USP1/UAF1 (human) deubiquitinase inhibition; O94782; AID 743255; 390,000 tested, 0.23% active; Potency, µM (titrated, usually from 57.1 µM), for inactives: at the top dose activity change, negative = inhibition, most hits filed as inhibitors; recombinant USP1/UAF1, Ub-Rhodamine cleavage fluorescence; also: potency is read from the fitted curve at half-maximal effect; % is scaled to controls: 0 for no effect and ±100 for the full control effect; nearly all actives have a fitted effect of over 60% in size; inactives centre near -12
#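 USP1/UAF1 complex (1 nM) preincubated 15 min at room temperature with compound, then Ub-Rho substrate (150 nM final) added. Kinetic fluorescence at 480/540 nm over 6 reads at 60 s intervals; 50 mM HEPES pH 7.8, 0.5 mM EDTA, 0.1 mg/ml BSA, 1 mM TCEP, 0.01% Tween-20.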
# TrxR1 substrate: substrates of rat thioredoxin reductase 1. O89049. 390,000 tested, 0.01% active. purified TrxR1 substrate turnover, NADPH consumption readout. Potency, µM (titrated, usually from 114 µM), for inactives: top-dose activity change, negative = substrate turnover; also: potency is read from the fitted curve at half-maximal effect; % is scaled to controls: 0 for no effect and ±100 for the full control effect; nearly all actives have a fitted effect of over 50% in size
#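 Rat TrxR1, dispensed at 90 nM, was prereduced with 400 uM NADPH (final) for 5 min at ~22 deg C, then incubated with compound 15 min before 400 uM selenite. A first-read NADPH fluorescence drop versus no-compound background flagged substrates.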
# Glioma ERSR ind: ER stress response induction in glioma. 420,000 tested, 0.02% active. Potency, µM, inactives show top-dose activation, usual class: activators. U87-MG GRP78 promoter luciferase reporter, 16 h; also: potency is read from the fitted curve at half-maximal effect; series mostly up to about 76 µM; % of control where 0% means no effect; nearly all actives have a fitted effect of over 35% in size
#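 ERSR induction read as luciferase luminescence (Bright-Glo, 10 min at room temperature) in stably transfected human U87-MG glioma cells exposed to compounds for 16 h, using GRP78 as sensor.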
# Starred values were filed as active, the others as inactive; ? = inconclusive; / = not tested or not shown; & = joins results of further samples; [ ] = remark or other dose. Unless noted, calls follow the shape of the dose curve; as a rule, active = well fitted curve in the direction sought with a large enough effect; inconclusive = small, poorly fitted or top-dose-only effect, or another doubt; inactive = no such curve, though single readings can be large; an effect the other way counts as inactive or inconclusive. The list is partial; rates above refer to the full screens.
Molecule	IDH1 R132H inh	LDHA block	RXFP1 agonist	Vif-A3G inh	PI4K2A inh	Vif-APOBEC3F blk	USP1 inh	TrxR1 substrate	Glioma ERSR ind
O=C(CSc1nc(Nc2ccccc2)nc(N2CCOCC2)n1)Nc1ccc(Br)cc1F	-4%	-3	0.9%	-5%	-2	-10%	-19%	15%	-2%
COc1ccc(N2C3=C(C(=O)CC(C)(C)C3)C(c3ccccc3OC)C3=C2CC(C)(C)CC3=O)cc1	-20%	11	-0.7%	-1%	-1	12%	-18%	132%[activator]	-3%
COc1ccc(/C=C(/C#N)S(=O)(=O)c2ccc(C)cc2)cc1	9%	2	1.9%	1%	16	-14%	-19%	-7%	-4%
COC(=O)c1ccc2c(=O)n(CCCCCC(=O)NCCNC(C)=O)c(=O)[nH]c2c1	0%	-9	-2.0%	5%	0	-3%	-9%	20%[57.1 µM]	-3%
COCCCN1C(=O)C(CC(=O)NCCCCc2ccccc2)CC(C(=O)N(C(C)C)C(C)C)=C1C (centres undefined)	/	-2	/	-3%	-1	/	/	/	-4%
N#Cc1ccc(-c2c(-c3ccccc3)ncc3cc(F)ccc23)cc1	-5%	-5	-0.1%	-11%	-7	4%	-21%	3%	0%
C=CCn1c(Cc2c(C)[nH]c3ccccc23)nnc1SCC(=O)NCc1ccc(F)cc1	3%	-3	-0.8%	-2%	2	2%	-18%	7%[57.1 µM]	-6%
CC(=O)Nc1ccc(S(=O)(=O)NCC(=O)OCC(=O)Nc2sccc2C(N)=O)cc1	-2%	1	-1.8%	1%	24	7%	-18%	10%	-4%
O=C1CSC(=S)N1N=Cc1c(O)ccc2ccccc12	1%	3	/	-5%	-11	2%	-25%	6%[11.4 µM]	-1%
CCOC(=O)c1cc(-c2ccccc2)sc1NC(=O)CC	3%	-1	-0.6%	-4%	-7	-13%	-24%	-1%	-3%
Cc1cc2c(OCC(O)CNC3CCCCC3)cccc2[nH]1 (centres undefined)	-1%	0	-2.6%	0%	-2	8%	-24%	-1%	0%
COc1ccc(-n2nc3cc(C)c(NC(=O)c4ccc(C)cc4C)cc3n2)cc1Cl	4%	5	11%	4%	-8	1%	-18%	3%	1%
CCOC(=O)NC(=O)COC(=O)c1ccc(O)cc1	2%	-3	2.3%	0%	-9	-1%	-18%	9%[57.1 µM]	2%
C=CCn1c(O)c(/C=C2\C=NN=C2c2ccccc2)sc1=S	-6%	-6	0.5%	-9%	11	9%	-17%	-6%	-2%
O=C(Oc1cccc(NC(=O)c2ccco2)c1)c1cccc(S(=O)(=O)N2CCCC2)c1	6%	-19	0.4%	0%	3	3%	-15%	-1%	3%
Cc1ccc(-c2nn(C)c(=O)c3ccccc23)cc1CN1CCOCC1	6%	-3	-0.5%	1%	-4	-10%	-17%	9%[57.1 µM]	-2%
COc1ccc(Nc2ncnc3nc[nH]c23)cc1OC	12%	-2	5.7%	-5%	-6	0%	-22%	2%	-1%
CCOC(=O)c1c(NC(=O)CSc2nncs2)sc(C)c1C	-3%	-13	2.3%	-6%	1	2%	-4%	1%[11.4 µM]	1%
Cc1ccn2c(=O)c(C(=O)NCCc3ccc(S(N)(=O)=O)cc3)c(O)nc2c1	1%	8	10%	2%	0	-10%	0%	19%	-2%
CCOc1cc(C2C(C(=O)OC)=C(C)NC3=C2C(=O)c2ccccc23)c(Br)cc1O (centres undefined)	-25%	2	0.5%	-12%	-3	1%	-15%	0%[57.1 µM]	-7%
COc1ccccc1NS(=O)(=O)c1ccc(Cl)cc1	13%	-10	1.2%	3%	-2	-5%	-14%	3%	-1%
CC(C)(C)c1ccc(-c2n[nH]c(=S)n2-c2ccccc2)cc1	0%	-3	3.8%	0%	-2	-3%	-10%	-1%[57.1 µM]	-5%
CCCCCN(C(=O)CCC(=O)OCC(=O)N1CCCCC1)c1c(N)n(CCCC)c(=O)[nH]c1=O	6%	-2	1.7%	0%	4	4%	5%	-9%	-4%
CCCCOc1cccc(C(=O)N(Cc2cccs2)C2CCS(=O)(=O)C2)c1 (centres undefined)	3%	-1	1.6%	-1%	9	3%	-17%	-7%	-1%
COc1cc(CC(=O)OCC(=O)Nc2ccc3c(c2)OCO3)cc(OC)c1OC	9%	1	-2.9%	-3%	1	?	-20%	4%	-2%
COc1cc2[nH]c(=S)n(CC3CCCO3)c(=O)c2cc1OC (centres undefined)	3%	0	0.4%	1%	3	0%	-22%	4%[57.1 µM]	-3%
Cc1c(C(=O)N2CCC(C)CC2)c(S(=O)(=O)Nc2cccc(C#N)c2)c(C)n1C	11%	-13	0.1%	-2%	2	-3%	-16%	16%[57.1 µM]	-1%
CC1(O)CC(=O)N(c2ccccc2)O1 (centres undefined)	4%	0	1.4%	-6%	-5	-14%	-15%	7%	-1%
Fc1ccc(Br)cc1C1C=C(c2ccc(Br)cc2)Nc2ncnn21 (centres undefined)	9%	-6	-1.1%	-5%	3	-14%	-18%	18%	0%
COc1cc(OC)cc(C(=O)NNC(=O)c2ccccn2)c1	-3%	11	0.3%	1%	-18	-13%	6%	4%[57.1 µM]	2%
Cc1ccc(N(CC(=O)N2CCN(C3CCCCC3)CC2)S(=O)(=O)c2cccnc2)cc1	11%	-2	-0.4%	1%	5	5%	-7%	-3%	0%
Cc1ccc(NC(=O)C2CCN(S(=O)(=O)c3ccc4c(c3)CCCC(=O)N4)CC2)cc1N(C)C	-6%&12%	2&-2	3.0%&-0.9%	5%&2%	-3&7	2%&0%	-21%&-18%	2%&-6%	-6%&2%
COc1cccc(/C=N/n2c(C3CCCCC3)n[nH]c2=S)c1OC	2%	-2	-0.7%	1%	8	-12%	-14%	6%	-6%
CCOC(=O)Cc1c(C)[nH]c(=S)[nH]c1=O	10%	0	7.3%	7%	4	2%	-4%	-3%	-3%
OC(CNCCCN1CCCCC1)COc1ccccc1 (centres undefined)	5%	-2	-0.2%	1%	-4	0%	3%	9%[57.1 µM]	0%
CC#CC[N+](C)(C)CCCCCCCCCCCC	0%	3&-1	2.4%	-23%	-3	2%	-17%	7%	-6%
Cc1cccc2nc(-c3ccco3)c(Nc3ccc4c(c3)OCCO4)n12	5%	-3	5.2%	-3%	2	-10%	-12%	16%	-3%
Cc1ccc(C(=O)N2[C@@H]3CN(C)C(=O)[C@@]2(C)[C@H]2C(=O)N(Cc4ccccc4)C(=O)[C@@H]32)cc1	-1%	-1	/	1%	2	4%	-10%	-2%[57.1 µM]	-1%
COc1ccc(S(=O)(=O)N2CC(=O)Nc3ccccc32)cc1Cl	8%	-3	-0.9%	-3%	1	-2%	-21%	-3%[57.1 µM]	-2%
CC(C(=O)Nc1ccc(N(C)C)cc1)N1C(=O)c2ccccc2S1(=O)=O (centres undefined)	5%	4	2.3%	-1%	6	0%	-15%	-12%	0%

# In another format: 2 of the compounds above
# The line under a structure holds: IDH1 R132H inh, LDHA block, RXFP1 agonist, Vif-A3G inh, PI4K2A inh, Vif-APOBEC3F blk, USP1 inh, TrxR1 substrate, Glioma ERSR ind
> OC(CNCCCN1CCCCC1)COc1ccccc1 (centres undefined)
  5%, -2, -0.2%, 1%, -4, 0%, 3%, 9%[57.1 µM], 0%
> CC#CC[N+](C)(C)CCCCCCCCCCCC
  0%, 3&-1, 2.4%, -23%, -3, 2%, -17%, 7%, -6%

# Next section.
Molecule	IDH1 R132H inh	LDHA block	RXFP1 agonist	Vif-A3G inh	PI4K2A inh	Vif-APOBEC3F blk	USP1 inh	TrxR1 substrate	Glioma ERSR ind
CCc1ccc(/C=N/NC(=S)NCCc2ccccc2)cc1	-3%	-8	2.1%	-5%	19	-4%	3%	-8%	-6%
OCCN1CCN(CCOc2ccccc2-c2ccccc2)CC1	7%	-4	0.4%	2%	-5	-7%	-9%	9%	-1%
C/C(=N\OCC(=O)Nc1ccc(Br)cc1)c1cccs1	4%	1	0.5%	-6%	2	-9%	-25%	3%	0%
O=c1cc(N2CCOCC2)[nH]c(=O)n1-c1ccc(Br)cc1	-5%	-6	2.7%	1%	-9	1%	1%	-2%	-3%
CCOc1ccc(OCC(O)CN2CCN(S(=O)(=O)c3cccc(C(F)(F)F)c3)CC2)cc1 (centres undefined)	-10%	-12	1.8%	4%	0	6%	-14%	-4%	2%
CN(C(=O)CSc1nnc(-c2ccccc2)n1C)C1CCS(=O)(=O)C1 (centres undefined)	7%	0&-5	3.1%	2%	0	0%	-15%	7%[57.1 µM]	-6%
O=C(OCC(=O)N(CCc1ccccc1)Cc1ccccc1)c1cccc(O)c1	0%	0	/	-3%	-1	0%	-16%	-7%	-3%
CC(C)(C)OC(=O)C[C@@H]1C/C=C\C[C@H](CC(=O)NCCO)C(=O)NC[C@H](c2ccccc2)OC1=O	1%	-4	/	1%	3	2%	-6%	-5%	1%
COc1cc(C(=O)NC(=S)Nc2ccc(Cl)cn2)cc(OC)c1OC	14%	1	1.5%	0%	-11	?	-22%	12%	-5%
COc1ccc(NC(=O)N2CCCC2C(=O)NC23CC4CC(CC(C4)C2)C3)cc1 (centres undefined)	16%	-8	-0.6%	0%	-2	0%	-6%	-4%	-5%
Cc1ccc(S(=O)(=O)CCC(=O)OCC(=O)N2c3ccccc3NC(=O)C2(C)C)cc1	0%	-4	0.5%	0%	3	-5%	-21%	7%	-4%
